Chronic BCR inh: chronic active BCR signaling inhibition. ABC-DLBCL IkBa-CBG/CBR reporter, luminescence ratio, 4 h. Potency, µM (highest dose often 46.1 µM), without a hit: top-dose ratio change, negative = lower green/red ratio, most hits filed as inhibitors. hit rate 0.05% among 340,000. AID 493014; active means well fitted inhibition curve with a large enough effect in the signal ratio, with a control signal flat, not every such curve was filed as active; inconclusive means small, poorly fitted or top-dose-only effect, or effect the other way, or a change in a side signal; the % refers to the signal ratio;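 further: potency means the concentration at half of the fitted maximal effect; plate controls were basal doxycycline-induced cells for no effect and cells given 10 µM MG132 for full effect; MG132 reads +100%, hits lower the ratio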
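Concentration-response series (up to 46 uM) were applied to TMD8 dual-reporter cells for 4 h at 37C with doxycycline. Green/red ratio, after filter-overlap correction, defined %Activity; red signal alone was normalised to basal cells and zero luminescence.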
GALK inh: galactokinase (human) inhibition; Purified GALK, Kinase-Glo residual ATP luminescence; Potency, µM (series often up to 57.5 µM), for the others: top-dose activity change, negative = inhibition, actives largely listed as inhibitors; hit rate 0.007% among 270,000; AID 1868; further: potency means the concentration at half of the fitted maximal effect; on the % scale 0 is the no-effect control and ±100 the full control effect
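GALK at 5 nM final was combined with compound, 35 uM ATP and 100 uM galactose in HEPES pH8.0 with MgCl2 and DTT. The reaction ran one hour at room temperature before luminescent ATP detection.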
Mito fusion yeast: mitochondrial division inhibition or fusion activation. S. cerevisiae fusion-defective mutant growth rescue, CellTiterGlo 48 h. hit rate 0.23% among 320,000. Potency, µM (series often up to 46.1 µM), for the others: at the top dose growth rescue (activation), actives largely listed as activators. AID 485298;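 further: potency means the concentration at half of the fitted maximal effect; % of control where 0% means no effect; nearly all actives have a fitted effect of over 45% in size; temperature-sensitive fusion mutants such as fzo1-1 at 37 °C on non-fermentable ethanol glycerol medium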
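S. cerevisiae fusion-defective temperature-sensitive mutants (e.g. fzo1-1, mgm1-5) grown 48 h at 37C in YPEG (ethanol/glycerol non-fermentable) medium with 23 nl compound per well; growth rescue read as CellTiterGlo luminescence.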
Menin-MLL TR inh: displaces Texas Red mutant MLL peptide from human menin; O00255; Menin + Texas Red MLL mutant peptide, fluorescence polarization; Potency, µM (highest dose often 61.6 µM), for inactives: at the highest dose FP activity change, negative = inhibition, actives largely listed as inhibitors; hit rate 0.23% among 270,000; AID 1768; active means well fitted inhibition curve with a large enough effect in the polarisation, with a control signal flat, not every such curve was filed as active; inconclusive means small, poorly fitted or top-dose-only effect, or effect the other way, or a change in a side signal; inactive means no such curve, though single readings can be large or run the other way; the % refers to the polarisation; further: potency means the concentration at half of the fitted maximal effect; % of control where 0% means no effect; many of its hits are not listed in these tables
Target sequence (O00255 whole entry, looked up): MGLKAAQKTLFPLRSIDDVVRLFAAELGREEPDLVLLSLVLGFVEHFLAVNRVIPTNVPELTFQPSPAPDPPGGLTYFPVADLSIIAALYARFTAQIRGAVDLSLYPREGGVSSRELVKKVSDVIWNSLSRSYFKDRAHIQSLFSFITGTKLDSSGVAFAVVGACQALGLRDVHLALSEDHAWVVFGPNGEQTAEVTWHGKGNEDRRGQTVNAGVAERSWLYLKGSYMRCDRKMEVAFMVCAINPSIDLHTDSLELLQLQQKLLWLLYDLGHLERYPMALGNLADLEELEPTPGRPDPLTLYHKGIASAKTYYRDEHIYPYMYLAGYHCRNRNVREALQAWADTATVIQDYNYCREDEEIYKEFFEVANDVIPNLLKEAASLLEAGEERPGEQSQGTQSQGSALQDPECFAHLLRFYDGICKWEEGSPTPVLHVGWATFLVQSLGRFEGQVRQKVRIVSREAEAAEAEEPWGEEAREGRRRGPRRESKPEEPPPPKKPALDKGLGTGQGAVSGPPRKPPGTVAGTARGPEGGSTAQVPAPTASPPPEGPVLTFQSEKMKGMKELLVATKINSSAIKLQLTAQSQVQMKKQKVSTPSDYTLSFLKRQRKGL
USP2a block: inhibitors of human ubiquitin-specific protease USP2a; O75604; USP2 core, Ub-CHOP2 coupled fluorogenic reporter, 485/531; Potency, µM (doses to about 38.3 µM), inactives show top-dose activity change, negative = inhibition, most hits filed as inhibitors; hit rate 0.01% among 330,000;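 further: potency means the concentration at half of the fitted maximal effect; plate controls were DMSO wells for no effect and full inhibition by NEM control for full effect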
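Deubiquitinase activity read as fluorescence (485/531 nm) after Ub-CHOP2 cleavage activates the enterokinase reporter on its substrate; USP2 core 10nM, Ub-CHOP2 and substrate 25nM each, 30min compound preincubation then 60min RT; data normalized to NEM, curves fitted.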
TSHR antagonist: antagonists of human thyroid stimulating hormone receptor | TSHR-expressing cells, TSH-stimulated cAMP HTRF, 2 h; active compounds read low | activity change, negative = inhibition, % at 11.5 µM | hit rate 0.2% among 330,000;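 active means activity change below a set negative limit, meaning inhibition stronger than a set level, cut at about -70% in these data; inconclusive means activity change between two set negative limits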; further: on the % scale 0 is the no-effect control and ±100 the full control effect
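Inhibition of cAMP made by TSHR-expressing cells under TSH stimulation (4nM final, EC80; 2 h, 37 deg C) is quantified with a one-step lysis HTRF kit, anti-cAMP cryptate versus cAMP-d2.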
hERG WT inh: inhibitors of human wildtype KCNH2 potassium channel | U2OS, BacMam KCNH2, thallium flux FluxOr; active compounds read low | activity change, % at 1.84 µM | hit rate 0.37% among 340,000 | AID 720551;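 active means maximum activity change below -70%; inconclusive means maximum activity change between -70% and -50%; inactive means maximum activity change above -50%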; further: on the % scale 0 is the no-effect control and ±100 the full control effect
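U2OS cells transduced with wild-type KCNH2 virus are loaded with FluxOr dye for 45 min, and thallium flux is measured in kinetic reads before and after stimulation buffer. Rate constants are normalized to DMSO controls.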
MBNL1 CUG block: MBNL1-poly(CUG) RNA binding inhibition; Q9NR56; TR-FRET MBNL1-His/biotin-(CUG)12 binding, 665/545 ratio; Potency, µM (series often up to 57.5 µM), without a hit: top-dose activity change, negative = inhibition, most hits filed as inhibitors; hit rate 0.036% among 280,000; active means well fitted inhibition curve with a large enough effect in the signal ratio, with a control signal flat, not every such curve was filed as active; inconclusive means small, poorly fitted or top-dose-only effect, or effect the other way, or a change in a side signal; inactive means no such curve, though single readings can be large or run the other way; the % refers to the signal ratio; further: potency means the concentration at half of the fitted maximal effect; on the % scale 0 is the no-effect control and ±100 the full control effect
Target sequence (Q9NR56 whole entry, looked up): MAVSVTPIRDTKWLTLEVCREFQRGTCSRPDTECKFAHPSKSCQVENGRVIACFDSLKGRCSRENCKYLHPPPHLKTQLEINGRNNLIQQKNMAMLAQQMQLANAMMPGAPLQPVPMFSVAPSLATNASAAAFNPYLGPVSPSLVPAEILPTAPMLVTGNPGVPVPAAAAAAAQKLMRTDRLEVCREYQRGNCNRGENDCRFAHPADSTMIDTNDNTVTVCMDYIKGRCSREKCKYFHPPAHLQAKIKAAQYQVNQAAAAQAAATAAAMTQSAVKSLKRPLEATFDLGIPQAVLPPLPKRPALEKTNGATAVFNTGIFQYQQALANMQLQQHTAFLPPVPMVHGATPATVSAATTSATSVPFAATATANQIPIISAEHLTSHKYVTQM
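TR-FRET between His-tagged MBNL1 and biotin-(CUG)12 RNA, detected with Tb anti-His antibody (0.055 ng/ul) and streptavidin-XL665 (5 nM), 60 min at room temperature. Compounds titrated 92 nM to 58 uM; 665/545 nm ratio normalized to buffer and complex controls.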
Eya2 phos inh: Eya2 (human) phosphatase inhibition. hit rate 0.006% among 330,000. recombinant Eya2, OMFP fluorescence dephosphorylation (OMFP is methylfluorescein phosphate). O00167. Potency, µM (titrated, usually from 76.9 µM), inactives show at the top dose activity, negative = inhibition, most hits filed as inhibitors. AID 488837; further: potency means the concentration at half of the fitted maximal effect; on the % scale 0 is the no-effect control and ±100 the full control effect
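Eya2 (0.2 uM) preincubated 10 min at ambient with compound, then OMFP substrate added at 50 uM; 10 min reaction in 50 mM HEPES pH 7.5, 50 mM NaCl, 5 uM MgCl2, 0.05% BSA, 1 mM DTT. Fluorescence read at Ex 485/Em 525 nm.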
PKM2 act: activators of human pyruvate kinase M2; P14618; purified PKM2, Kinase-Glo ATP luminescence, activation; response scale: 0% is enzyme alone, no compound; Potency, µM (series often up to 57.5 µM), for inactives: at the top dose activation, hits mostly activators; hit rate 0.34% among 260,000; further: potency means the concentration at half of the fitted maximal effect; on the % scale 0 is the no-effect control and ±100 the full control effect; nearly all actives have a fitted effect of over 55% in size
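Purified hPK-M2 (>95% pure) converted ADP (0.1 mM final) to ATP with 0.5 mM PEP in 50 mM imidazole pH7.2, KCl, MgCl2, Tween 20, BSA; 1 h at room temperature. ATP detected by Kinase-Glo luminescence.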
S-ASM inh: inhibitors of human secretory acid sphingomyelinase; Potency, µM (titrated, usually from 57.5 µM), without a hit: at the highest dose activity change, negative = inhibition, most hits filed as inhibitors; placental ASM, HMU-PC fluorogenic substrate, 60 min; hit rate 0.006% among 340,000; further: potency means the concentration at half of the fitted maximal effect
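Human placenta-derived ASM enzyme was preincubated with compound for 10 minutes at room temperature, then given fluorogenic substrate HMU-PC0 (9 uM final) for 60 minutes at 37 °C; a pH 10 stop preceded fluorescence reading at Ex 386/Em 447 nm.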
* = called active by the depositor; ? = inconclusive; · = not tested or not shown; [ ] = remark or other dose. Unless noted, the call rests on the fitted dose curve; in most records, active means well fitted curve in the direction sought with a large enough effect; inconclusive means small, poorly fitted or top-dose-only effect, or another doubt; inactive means no such curve, though single readings can be large; an effect the other way counts as inactive or inconclusive.

SMILES,Mito fusion yeast,PKM2 act,Eya2 phos inh,USP2a block,Menin-MLL TR inh,MBNL1 CUG block,hERG WT inh,S-ASM inh,TSHR antagonist,Chronic BCR inh,GALK inh
CC1CCC(C(=O)NC(C(=O)NCCc2ccc(S(N)(=O)=O)cc2)C(C)C)CC1 (stereo not drawn),2%,·,-1%,2%,?,7%,2,-1%,-8,2%,-3%
CN(C)CC(O)COC(c1ccccc1)c1ccccc1 (stereo not drawn),-6%,0%,-4%,0%,12%,0%,24,2%,0,0%,0%
COc1ccc(N2CCCC2)c(NC(=O)COc2ccccc2Cl)c1,-14%,3%,0%,2%,2%,-1%,-9,-7%,-4,?,-2%
Cc1sc2nc(C)n(/N=C/c3ccccc3O)c(=O)c2c1C,3%,3%,-24%,2%,4%,-2%,2,53%[activator],-15,-5%,0%
Cc1ccc(NC(=O)CCSCCC(=O)Nc2ccc(C)c(C)c2)cc1C,1%,2%,-18%,1%,0%,-4%,-9,-1%,20,?,-3%
O=[N+]([O-])c1ccc(C(O)CNC(=S)Nc2ccccc2)cc1 (stereo not drawn),3%,0%,-7%,3%,13%,?,2,3%,-1,?,7%
Nc1ncc2c(n1)-c1ccccc1CC2,-4%,0%,9%,2%,0%,7%,11,8%,14,5%,-2%
CNC(=O)c1ccc(Nc2nnc(-c3ccc(C)c(S(N)(=O)=O)c3)c3ccccc23)cc1,-3%,·,3%,1%,5%,?,-8,25%,-12,?,-1%
COc1ccc(C(=O)COc2ccc(F)cc2)c(O)c1C,-5%,-2%,11%,2%,9%,0%,-1,2%,-8,2%,-1%
Cc1nn(-c2ccccc2)c(N)c1N=Nc1cccnc1,-2%,1%,-5%,3%,-15%,?,10,-12%,-3,?,1%
CC(=O)c1sc(NC(=O)c2oc3ccc(F)cc3c2C)nc1C,4%,·,-2%,1%,·,·,1,-2%,-12,?,·
O=c1[nH]c(CN2CCOCC2)nc2ccccc12,0%,-8%,-3%,0%,0%,-5%,-8,-2%,7,-5%,9%
COc1cc(NC(=O)c2cccnc2Sc2ccc(Cl)cc2)cc(OC)c1OC,-1%,5%,-11%,-4%,19%,5%,3,-5%,3,-12%,1%
Cc1cc(C)nc(NC(=O)Cc2ccc(Br)cc2)n1,-7%,-6%,13%,1%,-13%,-4%,-14,3%,3,5%,3%
CC(=O)Nc1nc(C)nc(C)c1C(C)=O,-4%,3%,-17%,1%,14%,-1%,-4,2%,-4,11%,1%
NC(=O)c1ccsc1NC(=O)COC(=O)/C=C/c1ccccc1[N+](=O)[O-],·,·,-14%,4%,·,·,-3,-8%,-19,-18%,·
COC(=O)c1ccc(N)cc1O,-4%,0%,9%,3%,1%,-4%,5,-3%,1,-2%,1%
Cc1ccccc1-c1ccc(=O)n(CC(=O)Nc2ccc(N3CCOCC3)cc2)n1,-4%,-2%,2%,0%,-19%,4%,4,0%,-3,0%,0%
CCCCCN(C(=O)NC(=O)Nn1cnnc1)S(C)(=O)=O,2%,0%,6%[15.4 µM],0%,0%,12%,-11,-1%,-2,0%,1%
O=C(CSc1nnc(-c2ccncc2)o1)Nc1ccc(F)c(F)c1,-2%,·,2%,2%,·,·,-3,-1%,0,0%,·
N#Cc1c(=O)c2nc(NCc3ccccc3)ncc2n2ccccc12,1%,6%,4%,-1%,·,?,6,146%[activator],-11,?,-2%
COc1ccc(C)cc1NC(=O)C1CC(=O)N(CCc2ccccc2)C1 (stereo not drawn),-7%,5%,7%,0%,-27%,6%,-2,-2%,19,2%,-3%
Cc1ccc2nc(C(=O)N3CCCC(Nc4ccc(F)cc4)C3)cn2c1 (stereo not drawn),0%,0%,-4%,0%,·,-1%,-4,2%,-4,2%,0%
NS(=O)(=O)c1ccc(NC(=O)c2ccc(F)cc2F)c(NC(=O)c2ccc(F)cc2F)c1,-6%,·,18%,2%,·,1%,-3,-2%,-5,?,0%
O=C(CNC(=O)c1ccccc1Cl)Nc1ccc(F)cc1,-10%,-3%,-1%,2%,-1%,?,5,2%,0,?,0%
COCCOn1c(SCCOC)nc2ccccc2c1=O,5%,-4%,-7%,3%,·,·,-7,-3%,11,-6%,-2%
Cc1ccc(N(CC(=O)NCC2CCCO2)S(=O)(=O)c2ccccc2)c(C)c1 (stereo not drawn),8%,·,-18%,2%,-22%,-3%,-7,5%,-17,?,0%
O=C(Cn1cnc2scc(-c3ccccc3)c2c1=O)NCc1ccco1,-2%,-17%,6%,-1%,?,-7%,0,-2%,10,0%,2%
O=C(CCCC(=O)OCC(=O)c1cccs1)Nc1ccc(Oc2ccccc2)cc1,9%,-10%,-2%,-1%,?,279%[activator],2,-7%,-6,?,·
C=CCn1c(=S)sc2c(=O)[nH]cnc21,-1%,2%,7%,1%,·,·,-3,4%,11,2%,0%
COc1ccc(CCNC(=O)c2cccc(S(=O)(=O)N3CCCCCC3)c2)cc1,11%,·,-2%,-1%,·,·,·,1%,-1,1%,·
CCOc1ccc(C(C(=O)NC2CCCCC2)N(C(=O)Cc2cccs2)c2ccc(-n3cnnn3)c(OC)c2)cc1 (stereo not drawn),-4%,-2%,-2%,-4%,-9%,·,-13,0%,-8,0%,1%
CCn1c(C)c(C(C)=O)c(N2CCCCC2)nc1=S,-5%,-3%,-15%,5%,-12%,0%,-6,1%,3,?,0%
COc1ccc(CNC(=O)C(C)N2C(=O)NC(c3ccccc3)(c3ccccc3)C2=O)cc1 (stereo not drawn),-3%,·,2%,1%,·,·,6,-2%,21,-2%,·
CC(=O)Oc1ccc(C(=O)Nc2cccc(C(=O)c3ccc(C)c(C)c3)c2)cc1,-1%,-3%,10%,0%,26%,-11%,-1,-13%,-5,-1%,-2%
CN(C)C(=O)CN(C)S(=O)(=O)c1ccc(Cl)cc1,-2%,3%,-13%,-1%,9%,-6%,-12,4%,18,3%,2%
C/C(=N\NC(=O)Cc1ccc(Cl)cc1)c1cccnc1,0%,0%,-8%,-2%,1%,2%,-4,8%,4,-14%,-2%
CCN(CCO)C(=O)C12CCC(C)(C(=O)C1)C2(C)C (stereo not drawn),0%,0%,·,·,-3%,5%,-14,3%,·,·,3%
Cc1cc(C)c(S(=O)(=O)N2CCCC2CNC(=O)c2ccc3c(c2)OCO3)c(C)c1 (stereo not drawn),18%,·,-3%,-1%,·,·,5,-2%,-4,0%,·
CCc1ccc(NC(=O)C(CC)c2ccccc2)cc1 (stereo not drawn),-4%,-4%,2%,-3%,1%,·,-4,-4%,11,-3%,0%
Cc1c(C(=O)N2CCOCC2)c(S(=O)(=O)Nc2cccc(C#N)c2)c(C)n1C,0%,2%,5%,1%,6%,-1%,3,0%,1,4%,-1%
COc1ccccc1NC(=O)CC1COc2ccccc2O1 (stereo not drawn),0%,2%,11%,3%,7%,1%,-6,3%,-10,?,0%
Cc1noc(C)c1C(=O)Nc1cccc(S(=O)(=O)N2CCCCC2)c1,-1%,·,11%,1%,·,·,2,0%,-24,0%,·
C[C@H](NC(=O)c1nc[nH]c1C(=O)NCc1ccc(CNC(=O)OC(C)(C)C)cc1)c1ccccc1,-23%,·,-7%,2%,·,·,·,-9%,-1,?,·
Cc1cccc(OCC(=O)NCC(=O)N/N=C/c2cccnc2)c1,6%,8%,-10%,3%,·,9%,-1,-1%,11,-2%,9%
CN(C)c1ccc(/C(=N\O)C(F)(F)F)cc1,-8%,-6%,15%,0%,1%,1%,-1,-2%,25,1%,1%

A portion of the library; the hit share may differ from the screen's.
